Compound activity from PubChem.
PAFAH1B3 FP inh: PAFAH1B3 enzyme inhibitors, primary screen, biochemical, fluorescence polarization, human; recombinant PAFAH1B3, FP-rhodamine probe; inhibition, % at 3.39 µM; 340,000 compounds, 0.28% hits; AID 492972, 2010;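 active = inhibition above the screen-wide average of all tested compounds plus 3 SD, cut at about 25% in these data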;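 note: 0% = enzyme with DMSO only and 100% = wells lacking PAFAH1B3 protein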
LYPLA2 inh: LYPLA2 inhibitors, primary screen, counter-screen for PME1 inhibitor project, biochemical, fluorescence polarization, FP-Rh probe ABPP; Acyl-protein thioesterase 2 (Homo sapiens), O95372; recombinant LYPLA2; inhibition, % at 5.9 µM; 320,000 compounds, 0.38% hits; AID 2177, 2009;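 active = inhibition above the screen-wide mean plus 3 SD, limit set per campaign, cut at about 26% in these data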;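 note: 0% = LYPLA2 with DMSO and 100% = wells lacking LYPLA2 enzyme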
GSTO1 inh: inhibitors of recombinant GSTO1, primary screen, counter-screen for RBBP9 inhibitor project, biochemical, fluorescence polarization. inhibition, % at 5.96 µM. activity-based probe fluorescence polarization. 300,000 compounds, 1.1% hits. Glutathione S-transferase omega-1 (Homo sapiens), P78417;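 active = inhibition above the campaign mean inhibition plus 3 SD, cut at about 35% in these data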;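 note: 0% = GSTO1-1 with DMSO and 100% = wells lacking GSTO1-1 enzyme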
PAFAH2 inh: PAFAH2 enzyme inhibitors, primary screen, biochemical, fluorescence polarization, human | inhibition, % at 3.39 µM | 340,000 compounds, 0.99% hits | recombinant PAFAH2, FP-rhodamine activity probe | AID 492956, 2010 | Platelet-activating factor acetylhydrolase 2, cytoplasmic (Homo sapiens), Q99487;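 active = inhibition above the mean over all tested compounds plus 3 SD, cut at about 30% in these data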;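 note: inhibitors block probe labeling of enzyme so polarization drops; 0% = enzyme with DMSO and 100% = wells lacking PAFAH2 protein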
EBNA-1 inh: EBNA-1 DNA-binding inhibitors, primary screen, biochemical, fluorescence polarization | inhibition, % at 14.8 µM | 300,000 compounds, 0.34% hits | AID 1950, 2009; in the data active = inhibition above about 28%
LYPLA1 inh: LYPLA1 inhibitors, primary screen, counter-screen for PME1 inhibitor project, biochemical, fluorescence polarization, FP-Rh probe ABPP | AID 2174, 2009 | recombinant LYPLA1 | inhibition, % at 5.9 µM | Acyl-protein thioesterase 1 (Homo sapiens), O75608 | 320,000 compounds, 0.16% hits;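 active = inhibition above the mean of all tested compounds plus 3 SD, set per campaign, cut at about 14% in these data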;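 note: inhibitors block serine hydrolase probe labeling of LYPLA1 so polarization falls; 0% = enzyme with DMSO and 100% = wells lacking LYPLA1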
ZTA counter: blocks Epstein-Barr virus ZTA, an EBNA-1 counter-screen; ZTA-DNA binding, fluorescence polarization; inhibition, % at 11 µM; 320,000 compounds, 0.15% hits; in the data active = inhibition above about 33%
Target sequence (P03206 whole entry, looked up): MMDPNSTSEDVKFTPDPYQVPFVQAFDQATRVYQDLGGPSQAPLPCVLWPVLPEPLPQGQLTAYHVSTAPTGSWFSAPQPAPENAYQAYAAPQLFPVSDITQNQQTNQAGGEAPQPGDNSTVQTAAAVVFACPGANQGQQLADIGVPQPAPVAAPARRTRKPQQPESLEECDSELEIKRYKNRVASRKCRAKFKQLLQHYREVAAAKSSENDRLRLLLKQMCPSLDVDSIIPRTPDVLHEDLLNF
PREPL inhibitor: PREPL enzyme inhibitors, primary screen, biochemical, fluorescence polarization | Prolyl endopeptidase-like (Homo sapiens), Q4J6C6 | recombinant PREPL, fluorescence polarization activity-based probe | inhibition, % at 5.96 µM | 320,000 compounds, 0.68% hits | AID 2751, 2010; in the data active = inhibition above about 43%;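 note: 0% = enzyme with DMSO and 100% = wells lacking enzyme; many of its hits are not listed in these tables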
PAD4 inh: human PAD4 inhibitors, primary screen, biochemical, fluorescence polarization, 1536-well format. Protein-arginine deiminase type-4 (Homo sapiens), Q9UM07. recombinant PAD4, RCA probe fluorescence polarization. AID 485272, 2010. 330,000 compounds, 0.41% hits. inhibition, % at 6.36 µM;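 active = percent inhibition above a cutoff equal to the mean of all tested compounds plus 3 SD, cut at about 15% in these data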;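 note: 0% = PAD4 with RCA probe and DMSO and 100% = probe without PAD4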
Target sequence (Q9UM07 whole entry, looked up): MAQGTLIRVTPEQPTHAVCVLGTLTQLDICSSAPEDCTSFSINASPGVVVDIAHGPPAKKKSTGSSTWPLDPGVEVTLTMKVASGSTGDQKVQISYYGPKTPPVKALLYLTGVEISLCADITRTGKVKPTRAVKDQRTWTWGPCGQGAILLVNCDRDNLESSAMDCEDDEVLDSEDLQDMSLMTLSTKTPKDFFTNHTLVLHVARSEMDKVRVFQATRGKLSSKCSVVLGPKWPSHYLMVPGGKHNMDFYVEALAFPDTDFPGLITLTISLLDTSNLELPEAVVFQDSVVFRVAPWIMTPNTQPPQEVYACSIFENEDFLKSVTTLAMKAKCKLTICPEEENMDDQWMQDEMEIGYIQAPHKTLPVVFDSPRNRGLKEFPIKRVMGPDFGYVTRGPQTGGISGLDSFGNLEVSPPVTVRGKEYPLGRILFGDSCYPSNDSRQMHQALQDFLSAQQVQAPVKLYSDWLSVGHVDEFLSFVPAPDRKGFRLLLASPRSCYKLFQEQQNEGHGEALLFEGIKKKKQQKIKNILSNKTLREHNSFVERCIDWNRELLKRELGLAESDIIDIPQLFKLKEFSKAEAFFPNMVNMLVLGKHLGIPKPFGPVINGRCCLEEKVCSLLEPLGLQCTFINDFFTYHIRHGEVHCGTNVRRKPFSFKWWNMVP
* marks the source's active call; other numbers are inactive results; . = not tested or not shown. An excerpt (hit frequency here may not be typical).

No.	molecule	PAFAH1B3 FP inh	LYPLA2 inh	GSTO1 inh	PAFAH2 inh	EBNA-1 inh	LYPLA1 inh	ZTA counter	PREPL inhibitor	PAD4 inh
1	Cc1onc(-c2ccccc2)c1C(=O)NCc1ccc2c(c1)OCO2	-0.4	8.8	1.1	4.5	19.4	-2.8	-7.7	4.5	0.4
2	CC1CCCC(NC(=O)CN(C)CC(=O)Nc2ccc(F)cc2)C1C (stereo unspecified)	1.9	-2.3	.	-6.8	.	-0.2	0.0	-5.4	-0.4
3	CCOc1ccc(OCC)c(NC(=O)C2CCN(S(=O)(=O)c3cnc[nH]3)CC2)c1	2.4	-0.3	0.8	6.5	9.4	5.6	-2.3	6.8	2.2
4	CCOC(=O)C1=C(COC(=O)COc2ccccc2C#N)NC(=O)NC1C (stereo unspecified)	7.3	4.3	1.4	1.3	-2.1	-1.3	-12.7	-1.9	-0.5
5	CCSc1nnc(NC(=O)c2cccnc2)s1	8.4	2.6	-1.7	-7.8	2.6	1.5	4.4	-0.9	-8.2
6	COc1ccccc1-c1nnc(SCC(=O)Nc2cccnc2Cl)n1C	5.2	.	.	3.6	.	.	.	6.3	0.8
7	O=C(Nc1ccc(S(=O)(=O)Nc2ncccn2)cc1)c1cccc(S(=O)(=O)N2CCCC2)c1	4.0	-2.5	0.8	6.0	-0.8	0.4	-4.2	-2.9	-0.5
8	COc1ccc(/C=C2\SC(=O)N(CCNC(=O)CN3C(=O)NC4(CCCC4)C3=O)C2=O)cc1	8.6	-7.9	-1.4	7.4	1.7	-2.0	-5.5	17.1	0.9
9	CN(C)S(=O)(=O)N1CCC(c2ccc(F)cc2)C(COc2ccc3c(c2)OCO3)C1 (stereo unspecified)	3.9	0.3	0.3	-9.7	7.0	-2.6	18.8	-15.0	-1.3
10	CC(=O)N(NC(=O)c1ccc(C)cc1)C1CC(=O)N(c2ccccc2Cl)C1=O (stereo unspecified)	-1.5	-1.1	4.4	4.4	3.2	2.3	1.1	10.4	1.2
11	COc1ccc(NC(=O)C(c2cc3c(cc2[N+](=O)[O-])OCO3)N(C)C)cc1 (stereo unspecified)	-0.3	-2.2	7.0	1.4	10.4	2.9	-8.4	6.8	31.1*
12	Cc1ccc(C(=O)N2CCCCC2C(=O)O)cc1S(=O)(=O)N1CCCCC1 (stereo unspecified)	6.4	.	.	-1.6	.	.	.	7.5	2.6
13	COc1ccc(N2CCN(C3CCCN(Cc4ccc(F)cc4Cl)C3)CC2)cc1 (stereo unspecified)	2.5	8.9	0.5	-2.9	-4.3	-0.2	-0.5	-15.2	0.2
14	COC(=O)c1cc(C)sc1NC(=O)CN1CCN(C(=O)c2ccco2)CC1	16.1	2.2	6.0	4.4	-1.0	-1.3	1.1	6.7	-3.5
15	CCOc1ccc(NC(=O)CN(C)C(=O)CC2CCCCC2)cc1OCC	-2.5	0.6	.	-0.1	.	-2.2	-1.2	5.0	-6.5
16	CCOc1cccc(C2/C(=C(\O)c3ccc4c(c3)OCCO4)C(=O)C(=O)N2Cc2ccncc2)c1 (stereo unspecified)	7.8	2.2	2.5	7.5	-3.6	-1.2	1.1	1.2	1.9
17	C=C(C)Cc1c(C)c(C#N)c2[nH]c3ccccc3n2c1=O	1.6	0.1	-50.2	-2.2	-9.1	1.9	-8.2	14.8	4.2
18	COCCn1c(SCC(=O)NC2CCCC2)nc2c(c1=O)SCC2	2.0	-7.8	-0.5	-0.9	-4.9	-3.9	-5.6	1.0	1.2
19	O=C(CCCl)Nc1nnc(SCC(=O)NC2CCCC2)s1	1.8	-2.0	13.3	4.3	2.6	-1.8	-9.4	-0.4	2.1
20	CCC(c1nnc(SCC(=O)Nc2ccc(S(N)(=O)=O)cc2)n1Cc1ccccc1)N(C)C (stereo unspecified)	-2.2	-2.6	3.9	-9.5	-12.2	4.4	-11.1	-1.1	-2.3
21	CCN1CCN(C(=O)Cn2ncc3c([nH]c4ccc(C)cc43)c2=O)CC1	5.5	0.6	3.0	3.4	3.9	-3.0	12.3	7.2	1.5
22	CCOC(=O)C1=C(COC(=O)COc2ccc(Br)cc2)NC(=O)NC1C (stereo unspecified)	-6.1	1.2	-10.2	0.5	-4.8	0.4	-0.2	21.0	0.6
23	Cc1[nH]n(-c2ccccc2)c(=O)c1N=Nc1cccc([N+](=O)[O-])c1	-1.6	0.2	1.3	0.5	-0.4	0.5	-2.8	-2.3	1.1
24	CCCCCN1C(=O)/C(=C/c2c(N3CCc4ccccc4C3)nc3ccccn3c2=O)SC1=S	-14.0	-1.2	-19.7	-9.6	-16.4	0.5	-15.7	-21.9	-16.6
25	COc1ccc2[nH]cc(CCNC(=O)c3ccc4ccccc4n3)c2c1	8.2	0.0	2.6	-19.8	0.4	-6.0	-1.4	7.2	-4.9
26	Oc1ccc(-c2nc3ncccn3c2Nc2ccc3c(c2)OCO3)cc1	2.1	-0.8	11.9	4.7	5.6	2.6	13.6	-8.3	-2.7
27	O=C(Nc1ccccc1C(=O)O)c1ccccc1	3.6	-4.2	-17.8	1.2	-14.6	-3.9	-10.3	6.5	0.4
28	Cc1cc(C)cc(N(C(=O)Cn2nnc3ccccc32)C(C(=O)NCc2ccco2)c2ccncc2)c1 (stereo unspecified)	7.0	1.2	-8.3	2.0	-17.7	0.2	9.3	5.9	-6.7
29	CCc1ccc2nc3n[nH]c(N)c3cc2c1	1.2	2.5	2.5	-4.2	6.1	0.6	2.0	10.3	1.9
30	COc1ccc(C(CNC(=O)c2cccc(S(=O)(=O)N3CCCC3)c2)N2CCCC2)cc1 (stereo unspecified)	11.2	7.2	.	-2.9	.	1.1	10.5	-0.5	3.1

Compound profiles, as listed above. Values in the order: PAFAH1B3 FP inh	LYPLA2 inh	GSTO1 inh	PAFAH2 inh	EBNA-1 inh	LYPLA1 inh	ZTA counter	PREPL inhibitor	PAD4 inh
`COc1ccc2[nH]cc(CCNC(=O)c3ccc4ccccc4n3)c2c1` is entered as 8.2	0.0	2.6	-19.8	0.4	-6.0	-1.4	7.2	-4.9
`CCc1ccc2nc3n[nH]c(N)c3cc2c1` is entered as 1.2	2.5	2.5	-4.2	6.1	0.6	2.0	10.3	1.9
`CCCCCN1C(=O)/C(=C/c2c(N3CCc4ccccc4C3)nc3ccccn3c2=O)SC1=S` is entered as -14.0	-1.2	-19.7	-9.6	-16.4	0.5	-15.7	-21.9	-16.6

Next compounds
| item | compound | PAFAH1B3 FP inh | LYPLA2 inh | GSTO1 inh | PAFAH2 inh | EBNA-1 inh | LYPLA1 inh | ZTA counter | PREPL inhibitor | PAD4 inh |
| --- | --- | --- | --- | --- | --- | --- | --- | --- | --- | --- |
| 31 | Cc1ccc(S(=O)(=O)Nc2ccc(S(=O)(=O)Nc3nccs3)cc2)c([N+](=O)[O-])c1 | 2.6 | 1.8 | -0.5 | -8.2 | 0.1 | -3.2 | -1.6 | 12.0 | -6.7 |
| 32 | O=C(Nc1ccccc1N1CCCCC1)c1ccc(F)c(S(=O)(=O)N2CCOCC2)c1 | 3.9 | 7.9 | 6.4 | -1.5 | -3.4 | -4.9 | -10.1 | 10.9 | 0.7 |
| 33 | CCCCn1c(SCc2ncc(-c3ccccc3)o2)nc2cc(S(N)(=O)=O)ccc21 | 12.0 | -13.9 | -3.5 | -8.0 | -3.7 | -4.9 | 9.3 | -19.1 | -5.0 |
| 34 | COc1cc2[nH]c(=O)c(C(=O)NCCCN3CCCCC3)c(O)c2cc1OC | 0.3 | 1.6 | 2.4 | 5.5 | 10.2 | -5.3 | 7.0 | -16.6 | -2.7 |
| 35 | CCNC(=S)N(CCCO)Cc1cc2cc3c(cc2[nH]c1=O)OCCO3 | 14.5 | 7.4 | 6.9 | -2.3 | -9.4 | 3.8 | -7.0 | -3.8 | 3.6 |
| 36 | CC1CCCN(c2nc(N(C)c3ccccc3)nc(N)c2[N+](=O)[O-])C1 (stereo unspecified) | 10.4 | 3.3 | 0.9 | 4.6 | 8.7 | -0.7 | -19.9 | 8.6 | 3.3 |
| 37 | CSCC[C@H](NC(=O)[C@H](Cc1ccccc1)n1c(=O)[nH]c2ccccc2c1=O)C(=O)N[C@@H](Cc1ccccc1)C(=O)O | 2.8 | -0.4 | 2.5 | 4.2 | 1.7 | -3.3 | 8.1 | 2.2 | 4.0 |
| 38 | Clc1ccc(-c2nnc3n2CCCS3)cc1 | -5.2 | 1.2 | -0.6 | -5.3 | -10.8 | 0.7 | -10.2 | 9.9 | -3.9 |
| 39 | CC1CCc2c(sc(NC(=O)CSc3ncn[nH]3)c2C#N)C1 (stereo unspecified) | 13.7 | 1.4 | -8.8 | 2.9 | -5.9 | 0.2 | -4.3 | -12.4 | -1.9 |
| 40 | Cc1cc(OCC(=O)OCC(=O)N(C)c2c(N)n(Cc3ccccc3)c(=O)[nH]c2=O)ccc1Cl | 4.5 | 5.5 | 3.7 | -0.5 | 0.2 | 0.3 | 0.7 | -0.3 | -1.7 |
| 41 | O=C(NO)c1ccccc1C(F)(F)F | 7.1 | 6.4 | -1.4 | 7.1 | 10.4 | -2.5 | 15.2 | 7.7 | 4.7 |
| 42 | COc1ccc(CN2CC(C(=O)NCCN3CCN(c4ccccc4F)CC3)CC2=O)cc1 (stereo unspecified) | 1.0 | -3.9 | -5.5 | 2.0 | -4.0 | 4.6 | -2.1 | 15.7 | -4.1 |
| 43 | Cc1nn(Cc2ccc(Cl)cc2)c2sc(C(=O)O)cc12 | . | -10.0 | 0.3 | . | -9.3 | -6.8 | -0.5 | -7.5 | -14.0 |
| 44 | O=C(COC(=O)Cc1c[nH]c2ccccc12)Nc1cccc2ccccc12 | 2.7 | -9.4 | -1.4 | 11.6 | -7.0 | -3.1 | -2.6 | -3.4 | -4.2 |
| 45 | Cn1c(/C(C#N)=C(\O)c2cccc(F)c2)nc2ccccc21 | 2.6 | -1.4 | 0.6 | 1.5 | -0.3 | -0.6 | -14.0 | -5.8 | -0.9 |
| 46 | COc1ccc(C(=O)Nc2cc(C(F)(F)F)ccc2-n2cncn2)cc1 | 6.5 | 7.0 | -9.2 | 5.8 | -6.7 | -1.7 | -8.9 | 5.7 | -4.0 |
| 47 | CCC(CC)C1C(C#N)=C(N)Oc2n[nH]c(C)c21 (stereo unspecified) | 9.0 | 2.4 | -1.6 | -0.2 | 12.5 | -0.7 | 2.7 | -1.5 | -2.1 |
| 48 | Fc1cccc(CSc2ccc(-c3ccc4c(c3)OCO4)nn2)c1 | 0.9 | 6.8 | 4.5 | -1.5 | 9.7 | -4.4 | 27.1 | -8.4 | -6.7 |
| 49 | CC(C)(C)c1ccc(C(=O)N2CCC(C(=O)NC3CCCCCC3)CC2)cc1 | -3.4 | 48.2* | -1.7 | 0.2 | -10.2 | -0.1 | 2.5 | -2.0 | -1.7 |
| 50 | COc1ccc2cc(/C=N/NC(=O)c3ccc(CN(c4cccc(Cl)c4Cl)S(C)(=O)=O)cc3)c(Cl)nc2c1 | -51.5 | -7.8 | -7.2 | -69.7 | 6.1 | -5.5 | -10.2 | 0.7 | -6.1 |
| 51 | C=CCN1C(=O)/C(=c2\sc3nc(=O)c(Cc4ccccc4Cl)nn3c2=O)c2ccccc21 | 3.3 | 1.1 | 3.3 | 5.8 | -0.1 | -2.2 | -3.4 | 0.7 | 0.5 |
| 52 | CCc1cccc(NC(=O)CCCCCC2NC(=O)NC2C)c1 (stereo unspecified) | 2.9 | 0.0 | -0.5 | 1.0 | 0.9 | -2.3 | 1.0 | -1.2 | -2.1 |
